AID inhibitor: Primary qHTS assay for inhibitors of Activation Induced Cytidine Deaminase (AID): AID signal | Potency, µM (series often up to 115 µM), inactives show at the top dose activity change, negative = inhibition, most hits filed as inhibitors | AID deamination FRET fluorescence, UDG-coupled, 4 h | 0.32% of 91,000 active | Single-stranded DNA cytosine deaminase (Homo sapiens), Q9GZX7; further: nearly all actives have a fitted effect of over 25% in size
Target sequence (Q9GZX7 whole entry, looked up): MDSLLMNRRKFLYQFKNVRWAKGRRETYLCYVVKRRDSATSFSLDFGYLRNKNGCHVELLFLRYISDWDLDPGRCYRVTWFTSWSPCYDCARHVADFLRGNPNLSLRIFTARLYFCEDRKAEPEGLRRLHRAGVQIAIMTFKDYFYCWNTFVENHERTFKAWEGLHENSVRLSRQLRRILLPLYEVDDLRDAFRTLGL
UDG counter: Primary qHTS assay for inhibitors of Activation Induced Cytidine Deaminase (AID): UDG Counterscreen signal. Potency, µM (top dose mostly 115 µM), without a hit: at the highest dose activity change, negative = inhibition, actives largely listed as inhibitors. Uracil-DNA glycosylase. FRET deamination/UDG coupled assay, UDG read, 4 h. 0.14% of 91,000 active; further: nearly all actives have a fitted effect of over 65% in size
Starred values were filed as active, the others as inactive; ? = inconclusive; [ ] = remark or other dose. The call rests on the fitted dose curve; in most records, active means well fitted curve in the direction sought with a large enough effect; inconclusive means small, poorly fitted or top-dose-only effect, or another doubt; inactive means no such curve, though single readings can be large; an effect the other way counts as inactive or inconclusive. On the % scale 0 is the no-effect control and ±100 the full control effect; potency means the concentration at half of the fitted maximal effect. Not all compounds are listed, so the mix of outcomes need not match the whole.

canonical_smiles,AID inhibitor,UDG counter
Cc1ccccc1NC(=O)Cc1nnc(SCC(=O)NC23CC4CC(CC(C4)C2)C3)n1C,-6.9%,-1.0%
CCOCCCNC(=O)NC(CCC(C)C)c1c(-n2cccc2)sc2c1CCN(C)C2 (stereo not drawn),44.6%[activator],-8.3%
CCOC(=O)c1cccc(NC(=O)CCCn2c(C)c3cnn(-c4ccccc4)c(=O)c3c2C)c1,-24.6%,-0.6%
Cc1ccc(Nc2nc3c(S(=O)(=O)c4ccccc4)nnn3c3ccsc23)c(C)c1,4.4%,-21.7%
CN(C(=O)CCC1CCCCC1)C1(c2ccccc2Cl)CCCCC1=O (stereo not drawn),-4.2%,-9.3%
Cc1nc(C(C)(C)C)nc2sc(C(=O)N3CCOCC3)c(C)c12,-6.0%,-1.1%
COc1cc(C2c3c(-c4ccccc4O)n[nH]c3C(=O)N2Cc2ccncc2)ccc1O (stereo not drawn),0.6%,-10.1%
Cc1ccccc1-c1nc(CN2CCCC(C(=O)NCc3ccc(Cl)cc3)C2)c(C)o1 (stereo not drawn),6.9%,?
COC(=O)c1cccc(NC(=O)CN(C)Cc2nc3ccccc3c(=O)[nH]2)c1,-0.8%,-12.5%
CCCOc1cccc(C(=O)Nc2scc(-c3ccc(F)cc3)c2C(=O)OC)c1,-2.2%,-2.5%
COc1ccc(C(=O)COC(=O)CCC(=O)c2ccc(Cl)cc2)cc1Br,12.1%,0.5%
N#Cc1ccc(CNCc2cc(Br)cs2)cc1,-3.7%,-2.2%
Cc1ccnc(NS(=O)(=O)c2cc(-c3cc(C)no3)ccc2C)c1,17.9%,1.1%
COc1ccc(C(=O)NCCn2cc(SCc3cc(C)ccc3C)c3ccccc32)cc1,-19.2%,1.9%
CCOc1ccc(Nc2oc(-c3ccc(COc4ccc(C)cc4)o3)nc2C#N)cc1,-23.7%,-18.8%
Cc1ccc(S(=O)Cc2ccc(C(=O)NC3CCCCCC3)o2)cc1 (stereo not drawn),-16.9%,-7.4%
Cc1ccc(Nc2nc(C)c(NC(=O)c3ccc(C)cc3)c(Nc3ccc(C)cc3)n2)cc1,-13.9%,-14.0%
Cc1ccc(-n2nnnc2C2(NC3CCCCC3)CCCC2)cc1,-9.6%,1.9%
CCOc1ccccc1NC(=O)Cn1cc(C(=O)c2cccc(OC)c2)c(=O)c2ccc(C)nc21,-5.7%,22.6%
COCCn1c(-n2nc(C)cc2C)nc2c1c(=O)n(C)c(=O)n2C,0.1%,-10.4%
CCC(=O)Nc1ccc(-c2csc(Nc3cccc(OC)c3)n2)cc1,-2.7%,0.4%
CCOc1ccc(NC(=O)c2cnn3c2NC(c2ccc(OC)cc2)=CC3c2ccccc2)cc1 (stereo not drawn),36.5%[activator],-11.6%
O=C(NC1CCCCC1)/C(=C/c1ccco1)c1ccccc1,0.1%,-5.7%
Cc1cccc(CN2CCCN(c3cccc(C(=O)N4CCN(c5ccccc5)CC4)c3)C2=O)c1,-19.1%,-8.3%
COc1cc(Cl)c(C)cc1Nc1nc2ccccc2nc1NS(=O)(=O)c1ccccc1,214.2%[activator],-2.5%
COc1ccc(C(=O)Nc2ccc(C)c3ncccc23)c(OC)c1,0.5%,4.2%
CC1CCN(Cc2c(O)ccc3c(=O)c(Oc4ccccc4Cl)c(C(F)(F)F)oc23)CC1,-5.5%,-3.5%[57.5 µM]
CCOc1cc(/C=C/c2nc3ccc(OC)cc3s2)ccc1O,5.4%,-0.7%
COc1ccc(NCc2cc3cc4c(cc3n(CC(=O)Nc3ccc(C)cc3)c2=O)OCO4)cc1,-1.6%,?
CCCCNC(=O)Cn1c(=O)cc(C)c2c(C)nn(-c3ccc(CC)cc3)c21,3.9%,10.0%
COc1ccccc1N1CCN(C(=O)c2cn(C)c3ccc(S(=O)(=O)N4CCOCC4)cc3c2=O)CC1,17.0%[57.5 µM],0.3%[57.5 µM]
Cc1cccc(C(=O)Nc2cc3c(cc2N2CCCCC2)n(C)c(=O)n3C)c1,-21.2%,?
COc1cc(/C=N/O)cc(I)c1OCC(=O)Nc1ccc(C)cc1,-9.4%,-3.0%
COc1cc(CN(C(=O)c2ccc(Cl)cc2)C2CCS(=O)(=O)C2)cc(OC)c1OC (stereo not drawn),9.1%,1.0%
COc1ccc(NC(=O)c2c(C)oc3ccc(O)c(CN4CCC(C)CC4)c23)cc1,7.9%,0.0%
CCc1cccc(C)c1NC(=O)c1cc(C)nc2ccccc12,-5.2%,-3.4%
Cc1c(Cl)cccc1N1CC(c2nc3ccccc3n2Cc2ccccc2F)CC1=O (stereo not drawn),?,-22.7%[57.5 µM]
C(=C\c1ccccc1)/C=N/Nc1nc(Nc2ccccc2)nc(N2CCCCC2)n1,-13.2%,-5.1%
O=C(COC(=O)C12CC3CC(CC(O)(C3)C1)C2)Nc1ccc([N+](=O)[O-])cc1Cl,-8.2%,4.1%
CC(=O)[C@@]1(O)CC[C@H]2[C@@H]3CCC4=CC(=O)CC[C@]4(C)[C@H]3CC[C@@]21C,-3.8%,-2.2%
Cc1ccc(-c2nc3ccccc3n2Cc2cccc(F)c2)o1,-13.8%,-0.8%
COc1cccc(C(=O)Nc2cccc3cccnc23)c1,-18.5%,?
COc1cc(NC(=O)CNS(=O)(=O)c2cccs2)cc(OC)c1OC,?,-7.8%
Cc1ccc(C)c(CN2C(=O)c3ccccc3S(=O)(=O)c3ccc(C(=O)N4CCN(c5ccccc5F)CC4)cc32)c1,?,-10.3%
Cc1ccc(NC(=O)Nc2ccccc2OCc2cc(=O)n3ccccc3n2)c(Cl)c1,-17.0%,-1.5%
COc1ccc2nc(N(Cc3cccnc3)C(=O)COc3ccccc3)sc2c1,3.4%,-8.6%
CCOC(=O)N1CCc2c(sc3c2c(=O)n(CCc2ccccc2)c(=O)n3CC(=O)Nc2ccc(C)cc2)C1,-11.6%,0.2%[57.5 µM]
O=C(COc1ccc(F)cc1)Nc1ccc2nc(SCC(=O)N3CCCC3)sc2c1,43.4%[activator],-1.8%[57.5 µM]
CC(C)=CCCC(C)[N+]1(C)CCCCC1 (stereo not drawn),-4.1%,-5.2%
Cc1ccc(S(=O)(=O)NCC(=O)OCc2coc(-c3cccs3)n2)cc1C,-5.0%,3.5%
COc1ccc2ncc3c(-c4ccc(C)c(C)c4)nn(CC(=O)NC4CCCC4)c3c2c1,16.4%,-24.2%
Cn1c(=O)c2c(ncn2CC(=O)Nc2c(Cl)cccc2Cl)n(C)c1=O,1.4%,2.3%
CCCNc1ncnc2onc(-c3ccccc3C)c12,-2.6%,0.2%
Cc1cc(=O)c(C(=O)Nc2nnc(C(C)C)s2)nn1-c1ccc(Cl)cc1,0.1%,3.7%
COc1ccccc1-c1nc(C#N)c(NCc2ccccc2)o1,-9.7%,-6.1%
CCc1ccc2oc(-c3ccc(NC(=O)c4cccc(Cl)c4Cl)cc3)nc2c1,16.3%[57.5 µM],3.9%[57.5 µM]
N#Cc1ccc(Oc2cccc3cccnc23)cc1C#N,2.9%,6.0%
Fc1ccc(NC(=S)NCCC(c2ccccc2)c2ccccc2)cc1Cl,-13.9%,-11.6%
Cc1ccc(Cl)cc1NC(=O)Cn1nc2c(cc1=O)CC(C)CC2 (stereo not drawn),-3.5%,-0.8%
Cc1ccc(NS(=O)(=O)c2ccc3c(c2)N(C)C(=O)CC(=O)N3C)cc1Cl,-6.6%,-14.9%

Look-ups from above:
`Cc1ccc(Cl)cc1NC(=O)Cn1nc2c(cc1=O)CC(C)CC2` (stereo not drawn) | AID inhibitor: -3.5%
`COc1ccc2nc(N(Cc3cccnc3)C(=O)COc3ccccc3)sc2c1` | UDG counter: -8.6%
`COc1ccccc1-c1nc(C#N)c(NCc2ccccc2)o1` | AID inhibitor: -9.7%

Further results:
canonical_smiles,AID inhibitor,UDG counter
CCOC(=O)c1c(COc2cccnc2[N+](=O)[O-])nc2ccccc2c1C,-5.8%,-7.4%
CCOc1ccccc1NC(=O)c1ccc(F)c(S(=O)(=O)N2CCN(c3ccc(F)cc3)CC2)c1,-6.3%,-2.5%
CCCCC(=O)Nc1cccc(C(=O)OCc2cc(=O)n3nc(CCCC)sc3n2)c1,0.1%,6.3%
CCCNC(=O)c1ccc(-c2nc(CS(=O)(=O)c3ccc(C)cc3)c(C)o2)cc1,-27.0%[57.5 µM],-8.0%[57.5 µM]
CCOc1cc(C(=O)Nc2ccc(OC)c(OC)c2)nc2ccc(Cl)cc12,7.8%,2.9%
COCCCNC(=O)CCC(=O)NCCCOC,-4.8%,-7.2%
Cc1ccc(-c2onc3ccc(-c4cc(C(=O)O)c5cc(Br)ccc5n4)cc23)cc1,-2.9%,4.2%
CCCN(Cc1cccs1)C(=O)Nc1cc(OC)c(OC)c(OC)c1,1.5%,-5.7%
O=C(O)CN(CC(=O)O)c1ccccc1,2.2%,0.6%
CC(C)c1ccc(S(=O)(=O)N2CCN(Cn3ncc4ccccc4c3=O)CC2)cc1,-1.1%,-3.7%
O=C(NC1CCCCCCC1)C1(c2ccccc2)CCC1,-11.9%,-10.9%
CC(C)c1cccc(NC(=O)Cc2n[nH]c(=O)c3ccccc23)c1,-2.6%,0.6%
COc1ccccc1CNC(=O)CCS(=O)(=O)c1ccc2c(c1)oc(=O)n2C,2.4%[57.5 µM],3.9%[57.5 µM]
Cc1ccc(Cl)cc1-n1ncc2c(NC3CCCCC3)ncnc21,?,?
Cc1ccc(C2CC(=O)Nc3cc4c(cc32)OCCO4)cc1 (stereo not drawn),6.6%,-8.2%
COc1ccc(C)cc1NC(=O)c1nnn(CC(=O)Nc2c(C)cccc2C)c1N,1.8%,5.9%
CCOc1ccc(NC(=O)Cn2c(=O)n(CC(=O)NCCc3ccccc3)c(=O)c3sccc32)cc1,-7.8%,-3.3%
Cc1ccc(NC(=O)C2CCCN(S(=O)(=O)c3cccc4cccnc34)C2)c(Br)c1 (stereo not drawn),9.4%,-9.4%
COc1cc(C(c2c(C)[nH][nH]c2=O)c2c(C)[nH][nH]c2=O)ccc1OC(=O)c1ccccc1OC,?,-13.7%
O=C(OCC(=O)C1CCCCC1)/C(=C/c1ccccc1)c1cccs1,-2.4%,-5.4%
CC1CCC(C(=O)NC(C(=O)OCC(=O)c2ccc(Br)cc2)C(C)C)CC1 (stereo not drawn),43.7%[activator],1.4%
O=C1NC2(CCN(C(=O)NC3CCCC3)CC2)Oc2ccccc21,-2.1%,2.2%
O=C(CN1C(=O)CCSc2ccc(S(=O)(=O)N3CCCC3)cc21)Nc1ccccc1Cl,-12.5%,-5.8%
CCCCCCCOc1ccc(OC(=O)c2ccc(OCCCCCC)cc2)cc1,3.6%,-2.2%
CCCCNC(=S)Nc1cc(C)ccc1F,-3.1%,2.4%
Cc1ccc(-c2nc(-c3cc4cccc(OCc5cccc(F)c5)c4oc3=O)no2)cc1,64.8%[activator],-10.0%
N#CC1=C(SCc2ccc(Br)cc2)NC(=O)C(C#N)C12CCCCC2 (stereo not drawn),-7.0%,5.6%
COc1ccc(C(=O)Nc2ccc(-n3nncc3-c3ccc(OC)c(OC)c3)cc2)cc1,-16.6%,-6.8%
CSc1ccccc1NC(=O)c1ccc(F)cc1,4.9%,7.3%
CCOc1ccc(C(c2c(O)cc(C)n(CCOC)c2=O)N2CCC(C)CC2)cc1 (stereo not drawn),-0.9%,-2.2%
CC(C)c1nn2c(=O)cc(COC(=O)c3ccc(NC(=O)c4ccccc4Cl)cc3)nc2s1,2.8%,4.0%
CCOC(=O)c1ccc(N2C(=O)c3n[nH]c(-c4cccs4)c3C2c2ccc(C(C)(C)C)cc2)cc1 (stereo not drawn),?,-19.4%
CCOc1ccc(C(c2c(O)cc(C)n(Cc3ccco3)c2=O)N2CCN(C)CC2)cc1 (stereo not drawn),10.8%,16.5%
CCOCc1ccccc1CNC(=O)c1ccc2c(c1)NC(=O)CS2,-8.0%,2.9%
CCCCNC(=S)Nc1cccc(C)c1,-3.1%,-0.4%
O=C(c1cc(-c2ccc(F)cc2)n[nH]1)N1CCN(c2ncccn2)CC1,-11.3%,-6.2%
C=CCCCOc1ccc(/C=C/C(=O)c2ccc(OCCCCC)cc2)cc1,-5.5%,-0.8%
CC(C)CC(NC(=O)OC(C)(C)C)C(=O)O (stereo not drawn),13.2%,7.0%
Cc1ccc(-c2noc(-c3ccc(N4CCC(C)CC4)c([N+](=O)[O-])c3)n2)cc1,-2.6%,-7.0%
CCCC(C(=O)Nc1cc(C)c(Cl)cc1OC)N1Cc2ccccc2C1=O (stereo not drawn),?,?
O=S(=O)(CCN1CCN(c2ccccc2)CC1)c1ccccc1,0.1%,2.1%
CCNC(=O)NC(=O)CN(Cc1ccccn1)C(C)C,-6.1%,-3.9%
Cc1ccccc1-c1nc(CS(=O)(=O)CC(=O)NCc2cccc(Cl)c2)c(C)o1,-13.3%,-8.9%
COC(=O)c1cc2oc(C)cc2n1Cc1ccccc1Cl,?,5.1%
COc1ccc(CCNC(=O)c2ccc3c(c2)N(Cc2ccccc2F)C(=O)c2ccccc2S3=O)cc1OC (stereo not drawn),-14.6%,-12.3%
COc1ccc(OC)c(CCNC(=O)c2cc3c(=O)n(C)c4ccccc4c3n2C)c1,?,-15.9%

Screens (PubChem)
